# Bioassay records (PubChem BioAssay)
# TRPC4 PAM: allosterically enhances the mouse TRPC4 cation channel. HEK293 TRPC4beta/mu-opioid, DAMGO EC20, Fluo-4 Ca2+ flux; hits give high values. actives 0.42% (n = 310,000). Q9QUQ5. B-score at 10 µM;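 active = B-score of calcium response area above 5 SD of library B-scores, with initial fluorescence ratio within 5 SD of library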;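 note: B-score of integrated fluorescence ratio over time as area under calcium response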
# Target sequence (Q9QUQ5 whole entry, looked up): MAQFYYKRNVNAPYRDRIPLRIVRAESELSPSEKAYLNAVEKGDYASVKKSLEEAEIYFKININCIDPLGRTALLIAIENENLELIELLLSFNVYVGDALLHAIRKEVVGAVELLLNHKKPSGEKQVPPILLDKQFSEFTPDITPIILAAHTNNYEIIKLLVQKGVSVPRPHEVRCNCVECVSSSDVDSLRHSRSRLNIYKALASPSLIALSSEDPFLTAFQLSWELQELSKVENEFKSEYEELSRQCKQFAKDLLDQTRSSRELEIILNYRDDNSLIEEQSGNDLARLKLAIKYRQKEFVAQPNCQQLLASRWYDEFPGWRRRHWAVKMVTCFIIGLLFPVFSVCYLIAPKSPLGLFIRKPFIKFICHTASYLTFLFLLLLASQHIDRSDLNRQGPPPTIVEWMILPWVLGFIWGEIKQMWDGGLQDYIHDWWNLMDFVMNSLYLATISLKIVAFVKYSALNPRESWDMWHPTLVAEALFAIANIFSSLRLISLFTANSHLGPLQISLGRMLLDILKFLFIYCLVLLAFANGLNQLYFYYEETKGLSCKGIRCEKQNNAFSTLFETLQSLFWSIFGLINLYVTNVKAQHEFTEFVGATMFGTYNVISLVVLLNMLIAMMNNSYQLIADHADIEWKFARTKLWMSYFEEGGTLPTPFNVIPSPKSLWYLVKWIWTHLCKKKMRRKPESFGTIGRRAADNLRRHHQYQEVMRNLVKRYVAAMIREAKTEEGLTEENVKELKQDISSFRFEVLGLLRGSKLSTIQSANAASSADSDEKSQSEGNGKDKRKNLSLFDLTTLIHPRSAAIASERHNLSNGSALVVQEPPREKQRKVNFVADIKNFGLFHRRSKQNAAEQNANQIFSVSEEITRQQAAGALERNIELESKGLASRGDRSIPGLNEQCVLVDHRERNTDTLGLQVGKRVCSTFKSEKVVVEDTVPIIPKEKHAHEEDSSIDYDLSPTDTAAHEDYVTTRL
# aSyn UTR inh: 5' untranslated region of α-synuclein, MLPCN primary screen; inhibition, % (tested at 7.5 µM); AID 1813; actives 0.82% (n = 300,000); alpha-synuclein 5'UTR reporter, inhibitor activity; in the data active = inhibition above about 60%;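 note: H4 neuroglioblastoma cells stably carrying SNCA 5'UTR luciferase fusion; 0% = DMSO wells and 100% = positive control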
# MrgX1 antag: antagonists of human MrgX1 receptor; Q96LB2; MRGX1-HEK293 calcium flux, Fluo-4, BAM8-22 antagonism; hits give low values; B-score at 10 µM; actives 1.3% (n = 310,000); AID 588676;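 active = calcium-response B-score plate-corrected more than 3 library SD below zero, starting fluorescence within 5 deviations, no agonist response on first addition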;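 note: peak minus trough fluorescence over baseline after final BAM8-22 challenge near maximal dose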
# TRPC6 inhibitor: inhibitors of mouse TRPC6 channel; HEK293-TRPC6, membrane potential dye, ACh-evoked depolarization; hits give low values; B-score at 10 µM; actives 1.1% (n = 310,000);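 active = B-score under library mean minus 3 SD, initial fluorescence not abnormally high, positive integrated signal ratio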;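 note: B-score derived from integrated fluorescence ratio over the kinetic read; more negative B-score means stronger inhibition of depolarization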
# TRPC4 agonist: activators of mouse TRPC4 channel. Q9QUQ5. HEK293 TRPC4beta/mu-opioid, Fluo4 calcium fluorescence; hits give high values. B-score at 10 µM. actives 0.49% (n = 310,000);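 active = B-score above 5 SD of library B-scores, and initial fluorescence ratio not above library mean plus 5 SD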;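 note: positive B-score marks a calcium rise read as TRPC4 activation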
#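 System: HEK293 cells stably co-expressing mouse TRPC4beta and mu-opioid receptor; Schedule: Fluo4 dye loading 45 min at room temperature, 110 s recording; Detection: Fluo4 fluorescence, kinetic; Evaluation: B-scored integrated calcium fluorescence ratio; Controls: buffer (low) and maximal DAMGO (high).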
# TRPC4 inh: inhibitors of mouse TRPC4 channel. Q9QUQ5. HEK293 TRPC4beta/mu-opioid, DAMGO-evoked Fluo4 calcium flux; hits give low values. B-score at 10 µM. actives 0.39% (n = 300,000). AID 2247;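 active = B-score over 3 SD under the library average, no early fluorescence shift, positive overall ratio signal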
#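 Assay system: HEK293 cells with stable TRPC4beta plus mu-opioid receptor expression. Dosing: single dose. Measured by: Fluo4 Ca2+ flux fluorescence. Also added: DAMGO in two steps, submaximal then maximal. Read-out: B score from integrated Fluo4 fluorescence ratio.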
# HIF activator: HIF pathway transcriptional activation; AID 1910; actives 0.32% (n = 300,000); U2OS HRE-luciferase reporter, luminescence; normalized: DMSO 0%, desferrioxamine 100%; activation, % at 7.5 µM (by protocol);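 active = mean activation of at least 10% of the iron chelator positive control signal, with at least half of replicates also reaching 10%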
# TRPC6 act: activates the mouse TRPC6 cation channel; Q61143; HEK293-TRPC6 membrane potential dye fluorescence; hits give high values; B-score at 10 µM; actives 0.13% (n = 310,000);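 active = B-score of the integrated fluorescence ratio above library mean plus 3 SD, and starting fluorescence ratio within library mean plus 5 SD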;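 note: higher score means more depolarization so channel activation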
# SKKanGAS inh: SKKanGAS growth inhibition; S. pyogenes SKKanGAS, kanamycin growth, BacTiter-Glo, 6 h; inhibition, % at 7.5 µM; actives 1.3% (n = 300,000); AID 1662;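 active = mean replicate score, as percent of positive control median, at least 50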;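 note: strain carries kanamycin resistance gene driven by streptokinase promoter and grows in 40 µg/ml kanamycin; loss of luminescence reflects streptokinase promoter inhibition or plain growth inhibition; 0% = median of DMSO wells and 100% = positive control at its reference dose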
# IEC-6 tox: counter-screen for KLF5 inhibitors: cytotoxicity in IEC-6 cells; IEC-6 cytotoxicity, luminescence viability; inhibition, % at 5 µM; actives 0.78% (n = 290,000); AID 1825; in the data active = inhibition above about 22%;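 note: 0% = plate median of test compound wells and 100% = cytotoxic reference compound wells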
# KLF5 inh: inhibitors of KLF5 expression | actives 0.23% (n = 290,000) | inhibition, % at 5 µM | DLD-1 KLF5 promoter-luciferase reporter, luminescence;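 active = inhibition above a per-plate limit of that plate's mean compound inhibition plus 3 SD, cut at about 60% in these data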;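 note: 0% = DMSO wells and 100% = LY294002 at 200 µM; higher means less KLF5 promoter-driven luciferase light; inactives centre near -14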
# An asterisk follows results filed as active; i = inactive; . = no result given.
SMILES,TRPC4 PAM,aSyn UTR inh,MrgX1 antag,TRPC6 inhibitor,TRPC4 agonist,TRPC4 inh,HIF activator,TRPC6 act,SKKanGAS inh,IEC-6 tox,KLF5 inh
COc1cc(/C=C(/NC(=O)c2ccc(Cl)cc2Cl)C(=O)O)cc(OC)c1OC,i,8,i,i,i,i,-0.7,i,5,8,-18
CN(C)S(=O)(=O)c1ccc(NC(=S)NC(=O)c2ccc(Br)o2)cc1,i,-32,i,i,i,i,0.0,i,1,6,-5
O=C(OCc1cncs1)c1ccccc1,i,4,i,i,i,.,-0.7,i,-27,2,-25
Cc1ccc(CC(=O)N2CC(C)OC(C)C2)cc1 (stereo not drawn),i,7,i,i,i,i,-1.8,i,-3,6,3
Cc1nc(SCC(=O)Nc2c(C)n(C)n(-c3ccccc3)c2=O)[nH]c(=O)c1Cc1ccccc1,i,-1,i,i,i,i,-0.2,i,-5,-3,1
CCOC(=O)C1=C(C)N(Cc2ccccc2)C(=O)NC1c1ccccc1OS(=O)(=O)c1ccccc1[N+](=O)[O-] (stereo not drawn),i,-36,i,i,i,.,-0.1,i,10,.,.
CC1CCN(C(=O)c2ccc3c(=O)n4c(nc3c2)CCCCC4)CC1,i,2,i,i,i,i,0.1,i,-2,2,-13
Cc1cccc2cc(COC(=O)c3ccco3)c(=O)[nH]c12,i,13,i,i,i,i,-1.5,i,-5,-6,-44
COc1ccc(OC)c(-c2nnc(SCC(=O)N3CCCC3)o2)c1,i,14,i,i,i,i,-0.2,i,-5,0,-19
Cc1cnc(CN(C)C(=O)CC2C(=O)NCCN2CCCc2ccccc2)[nH]1 (stereo not drawn),i,-1,i,i,i,i,-1.9,i,4,2,-18
CC(C)c1ccccc1OCCNC(=O)c1cncc(Br)c1,i,32,i,i,i,i,-0.9,i,-5,-3,7
Cn1nc(C(=O)OCc2ccc(Br)cc2F)c2ccccc2c1=O,i,0,i,i,i,i,-0.4,i,9,6,-14
COc1ccc(NC(=O)CN(C)C(C)C(=O)N2CCCCC2)cc1 (stereo not drawn),i,-6,i,i,i,i,0.5,i,-6,3,-7
O=C(Nc1ncc2c(n1)CC(c1ccco1)CC2=O)c1ccco1 (stereo not drawn),i,-25,i,i,i,i,-0.6,i,-2,-5,-16
C=C(C)c1cccc(C(C)(C)NC(=O)NCc2ccc(OC)c(OC)c2)c1,i,6,i,i,i,i,-0.4,i,1,-5,7
Cc1ccc(NC(=O)c2sc3nc(N4CCOCC4)c4c(c3c2N)CC(C)(C)OC4)cc1,i,21,i,i,i,i,-0.1,i,1,4,-24
CC1CCN(C(=O)CN(Cc2ccc(F)cc2)S(C)(=O)=O)CC1,i,15,i,i,i,i,-1.4,i,6,-5,-25
O=C(Nc1nc2ccccc2[nH]1)C1CCN(S(=O)(=O)c2cccs2)CC1,i,-70,i,i,i,i,0.6,i,3,-3,-50
O=C(NC1CCCCC1)c1sc(N2CCOCC2)nc1-c1ccccc1,i,9,i,i,i,i,-0.2,i,-2,-2,-32
O=C(c1cc(-c2ccncc2)nc2c(Cl)cccc12)N1CCN(c2ccccc2F)CC1,i,99*,i,i,i,i,-0.4,i,13,67*,66*

# KLF5 inh, what is marked active above.
compound | TRPC4 PAM | aSyn UTR inh | MrgX1 antag | TRPC4 agonist | TRPC4 inh | TRPC6 act | KLF5 inh
O=C(c1cc(-c2ccncc2)nc2c(Cl)cccc12)N1CCN(c2ccccc2F)CC1 | i | 99* | i | i | i | i | 66*

# Further results:
SMILES,TRPC4 PAM,aSyn UTR inh,MrgX1 antag,TRPC6 inhibitor,TRPC4 agonist,TRPC4 inh,HIF activator,TRPC6 act,SKKanGAS inh,IEC-6 tox,KLF5 inh
O=C(O)CCC(=O)N1N=C(c2cccs2)CC1c1cn(-c2ccccc2)nc1-c1ccccc1 (stereo not drawn),i,26,i,i,i,i,-0.1,i,13,-2,-21
COc1ccc(OCCNC(=O)/C=C/c2ccccc2)cc1,i,-15,i,i,i,i,0.1,i,-9,-1,-13
COc1ccc(CCNc2cc(N3CCN(C(=O)c4ccccc4OC)CC3)ccc2[N+](=O)[O-])cc1OC,i,27,-5.3*,i,i,i,1.1,i,14,.,.
COc1ccc(NC(=O)COc2coc(CN3CCCc4ccccc43)cc2=O)cc1,i,8,i,i,i,i,-0.8,i,-7,.,.
CCOCc1c(C(=O)Nc2cc(OCC)c(N3CCOCC3)cc2OCC)oc2ccccc12,i,37,i,i,i,i,-1.3,i,-3,3,-8
CCS(=O)(=O)N1CCCC(C(=O)c2ccc(OC)cc2C)C1 (stereo not drawn),i,13,i,i,i,i,-0.7,i,-9,0,-17
O=C(COC(=O)c1c[nH]c(=O)[nH]c1=O)Nc1ccccc1F,i,7,i,i,i,i,-0.5,i,2,0,0
Fc1ccc(OCc2cc(-c3ccccc3)no2)cc1,i,-149,i,i,i,i,4.4,i,-1,0,-147
Cc1cc(NO)nc(-c2ccc(Br)cc2)n1,i,-278,i,i,i,i,1.8,i,-4,-2,-62
CCOc1ccc(-c2[nH]nc3c2C(c2cccnc2)C(C#N)=C(N)O3)cc1 (stereo not drawn),i,9,i,i,i,i,0.0,i,13,4,-2
O=C(N/N=C\c1c(O)ccc2ccccc12)c1ccc(Cn2cccn2)o1,i,92*,i,i,i,i,38*,i,108*,7,15
O=C(Cn1nc(C(=O)O)c2ccccc2c1=O)Nc1cccc(Br)c1,i,11,i,i,i,i,-0.3,i,-4,2,-25
Cc1cc(C(F)(F)F)c(C#N)c(Sc2ccccc2)n1,i,-5,i,i,i,i,0.1,i,6,-1,-72
CCn1nc(C)c(NS(=O)(=O)c2ccccc2)c1C,i,3,i,i,i,i,-0.1,i,2,2,3
CCCS(=O)(=O)Nc1c(C(=O)OC)[nH]c2ccccc12,i,-35,i,i,i,i,-0.4,i,-6,2,-7
O=C(Nc1ccccc1)OC1CCS(=O)(=O)C1 (stereo not drawn),i,18,i,i,i,i,0.3,i,-2,3,-24
Cc1cc(C)cc(-n2c(SCC(=O)NCc3ccc4c(c3)OCO4)nc3ccccc3c2=O)c1,i,31,i,i,i,i,-0.3,i,10,-1,-31
C/C(=N/NC(=O)c1cccc(N2CCCC2=O)c1)c1ccc(Br)cc1,i,20,i,i,i,i,0.0,i,-1,4,-31
O=C(Cc1ccc(S(=O)(=O)N2CCCCC2)s1)Nc1ccc(F)cc1F,i,3,i,i,i,i,0.8,i,-5,0,-8
CSc1nc(C=Nc2ccccc2Cl)c(O)n1Cc1cccc(Cl)c1,i,-12,i,i,i,i,-0.3,i,6,3,0
Cc1ccc(SCC(=O)N/N=C/c2ccco2)cc1,i,-2,i,i,i,i,-0.3,i,-1,-1,-10
CCOc1ccccc1Oc1coc2cc(OC)ccc2c1=O,i,-42,i,i,i,i,-23,i,4,0,-20
CC(NC(=O)c1ccc([N+](=O)[O-])cc1[N+](=O)[O-])c1ccc(-c2ccccc2)cc1 (stereo not drawn),i,-6,i,i,i,i,-0.2,i,15,10,-18
CC(=O)N(CCN(C)C)c1nc2cc3c(cc2s1)OCCO3,i,-50,i,i,i,i,2.2,i,-3,5,-63
CCOc1ccc(N(CC(=O)Nc2ccc(C)c(F)c2)C2=NC3CS(=O)(=O)CC3S2)cc1 (stereo not drawn),i,-1,i,i,i,i,-0.1,i,5,-1,-19
C=CC1C(OC2OC(CO)C(O)C(O)C2O)OC=C(C(=O)OC)C1CC1CC(=O)CC(CC(=O)CCc2ccc(O)cc2)O1 (stereo not drawn),i,14,i,i,i,i,-0.1,i,-1,.,.
Cc1nc(-c2ccc(F)cc2)c(CC(=O)N2CCN(S(=O)(=O)c3cccc(F)c3)CC2)s1,i,-1,i,i,i,i,-0.1,i,2,.,.
COc1ccc(C(=O)CCC(C)(C)[N+](=O)[O-])cc1,i,-16,i,i,i,i,0.8,i,2,-5,-22
CCCOc1cc(C)c(S(=O)(=O)NCCOC)cc1C,i,17,i,i,i,i,-0.2,i,-2,-3,-29
O=C(Nc1ccc(C(F)(F)F)cc1)N1CCN(c2ccnc3cc(Cl)ccc23)CC1,i,22,i,i,i,i,-0.7,i,53*,4,-34
N/C(=N\OC(=O)c1ccccc1Cl)c1ccccc1,i,-40,i,i,i,i,-1.6,i,-2,-4,-8
COc1ccccc1NC(=S)N1CCN(c2nc(-c3ccccc3)cs2)CC1,i,8,i,i,i,i,-0.2,i,-4,-2,-11
Cc1ccc(N2CN(CCC3=CCCCC3)CNC2=S)cc1,i,.,i,i,i,i,.,i,-12,-3,-5
C1CCN=C(Nc2nc3c(s2)CCCC3)CC1,i,-139,i,i,i,i,3.5,i,0,5,-32
Cc1ccc(NC(=O)CCC(=O)N/N=C/c2cccs2)cc1,i,1,i,i,i,i,0.3,i,-2,2,-20
COc1ccc(N2CCN(C(=O)c3ccc4c(=O)n(Cc5ccc6c(c5)OCO6)c(=O)[nH]c4c3)CC2)cc1,i,-12,i,i,i,i,-0.3,i,2,-2,-16
Cn1c(=O)[nH]c(=O)c2c1nc(Br)n2CCCSc1nc2ccccc2o1,i,4,i,i,i,i,-0.1,i,-10,7,-17
CCC(=O)N1CCc2cc(Br)cc(S(=O)(=O)NCC3CCCN3CC)c21 (stereo not drawn),i,5,i,i,i,i,0.2,i,-9,-6,-17
CCCC1c2ccc(C)n2CCN1C(=O)Nc1ccccc1Cl (stereo not drawn),i,-120,i,i,i,i,1.4,i,1,-1,-37
Nc1cc(N)nc(SCC(=O)Nc2ccccc2)n1,i,-7,i,i,i,i,0.1,i,1,-3,-22
COC(=O)c1ccc(CSc2n[nH]c(-c3ccccc3)n2)o1,i,-5,i,i,i,i,-0.1,i,6,1,-11
O=C1N(CC(=O)N2CCc3ccccc32)CCN1Cc1ccc(Cl)cc1,i,34,i,i,i,i,-0.7,i,-14,0,-31
COCCCn1c(=N)c(C(=O)NCc2ccc3c(c2)OCO3)cc2c(=O)n3ccccc3nc21,i,-3,i,-10*,i,i,-0.4,i,4,2,-34
Cc1ccc(OCC(=O)NC(=S)Nc2ccc(S(=O)(=O)Nc3cc(C)on3)cc2)c(Br)c1,i,-1,i,i,i,i,-0.1,i,28,-2,-20
CCOC(=O)N1CCc2c(sc(NC(=O)Cc3ccccc3)c2C(=O)c2ccc(OC)cc2)C1,i,14,i,i,i,i,0.0,i,3,1,-45
Cc1cc(C)n(-c2ccc(NC(=O)C3CCN(Cc4cc(C)c(C)o4)CC3)cc2)n1,i,5,i,i,i,i,-0.3,i,-3,0,-5

# Random draw from the library. Share with any hit: about 5.8%.
